# Myeloid diff MLP – induction of myeloid progenitor differentiation, primary screen, cell-based, flow cytometry, MLPCN library; ER-HoxA9 myeloid progenitors, lysozyme-GFP differentiation; calls only at 10 µM; 1% of 360,000 active; AID 624256, 2012;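 active means normalized GFP-positive differentiation at or above the plate's own cutoff, the solvent-only control mean plus 3 SD; inconclusive means no clear call, values can overlap the other calls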;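 further: cells exposed to compound for four days before flow analysis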
# Myeloid diff MLP GFP+ MAC1+ % – second read-out of Myeloid diff MLP, no call of its own (marks repeat the call); GFP+ MAC1+ double positive, %; measured here: differentiation confirmed by MAC1 staining
# An asterisk follows results filed as active; i = inactive; ? = inconclusive; nt = not tested or not shown. This is a subset. The share of hits here may be higher or lower than overall.
SMILES,Myeloid diff MLP,Myeloid diff MLP GFP+ MAC1+ %
CC(O)(c1ccccc1)c1nc(-c2cccc(C(=O)O)c2)cs1 (stereo unspecified),i,0.8
CN(c1ccc(Cl)cc1)c1cc2c(c3c1ccn3C)C1CCC2O1 (stereo unspecified),i,0.2
CSCCC(C(=O)Nc1c(C)cccc1C)N1CCC(Cc2ccccc2)CC1 (stereo unspecified),i,0.4
COC(=O)C[C@@H]1CC[C@H](NS(=O)(=O)c2ccccc2F)[C@@H](CO)O1,i,1.4
CCOC(=O)[C@]12CCC=C1N(Cc1cccc3ccccc13)C(=O)[C@H](CC(=O)N1CCN(C(=O)c3ccco3)CC1)C2,i,1.1
COCCNC(=O)C1CCCN(C(=O)c2ccc(F)c(C)c2)CC1 (stereo unspecified),i,0.9
CC1(Cc2ccccc2OC(F)(F)F)C(=O)Nc2ccc(OC(F)(F)F)cc21 (stereo unspecified),i,2.0
COc1ccc(-c2c(Sc3ccccc3)c3cc(-c4ccc5c(c4)OCO5)ccc3n2C)cc1,i,1.1
COc1ccc(CN2C(=O)c3ccccc3C2c2nnnn2Cc2ccccc2)cc1 (stereo unspecified),i,1.1
CC(C)CCNC(=O)c1[nH]c(C(F)(F)F)nc1-c1ccccc1,i,2.6
CN(C)c1ncnc2c1ncn2[C@H]1CN(Cc2ccc3c(c2)OCO3)C[C@@H](CO)O1,i,1.0
CNc1cncc(-c2cccc(C(C)=O)c2)n1,i,2.3
Cc1cccnc1C(NC(=O)C1CCN(CCOc2ccc(Cl)cc2Cl)CC1)c1ccc(Cl)cc1 (stereo unspecified),i,1.6
Cc1cnc2ccc(F)cc2c1,i,0.7
OC(c1ccco1)c1nc(-c2ccc(F)c(Cl)c2)cs1 (stereo unspecified),i,1.8
OC(c1cc(F)cc(Cl)c1)c1ncc(-c2ccccc2Cl)[nH]1 (stereo unspecified),i,0.5
CCc1ccccc1NC(=O)C1CCCC1,i,0.6
CCCCC[C@@H]1CCCCC[C@@H](O)C[C@@H](O)[C@H](O)/C=C/C(=O)O1,i,1.5
CC1=C(C(=O)N2CCCCCC2)CC(CC(=O)NCCN2CCOCC2)C(=O)N1Cc1ccc(C(C)(C)C)cc1 (stereo unspecified),i,1.5
CCCCn1nnnc1C(c1ccccc1)N1CCCN(Cc2ccc(F)cc2)CC1 (stereo unspecified),i,0.8
CC(=O)Nc1ccc(-c2ccnc3c2CC(C(=O)Nc2ccccc2)O3)cc1 (stereo unspecified),i,1.8
Cc1cc(C)n2c(Nc3ccc4c(c3)OCCO4)c(-c3cc4ccccc4o3)nc2n1,i,0.8
Cc1cc(C)c(CN2CCN(C(=O)CC[C@H]3O[C@@H](n4ccc(=O)[nH]c4=O)[C@H](O)[C@@H]3O)CC2)c(C)c1,i,1.1
COC(=O)[C@]12CCCCC=C1N(Cc1ccccc1)C(=O)[C@H](CC(=O)NCCCCc1ccccc1)C2,i,0.6
CC1CCC(C(C)C)C(NC(=O)c2ccncc2)C1 (stereo unspecified),i,1.3

# Complete entries, quoted from the list. Screens in order: Myeloid diff MLP, Myeloid diff MLP GFP+ MAC1+ %
# `CCCCn1nnnc1C(c1ccccc1)N1CCCN(Cc2ccc(F)cc2)CC1` (stereo unspecified) in the list: i, 0.8
# `OC(c1cc(F)cc(Cl)c1)c1ncc(-c2ccccc2Cl)[nH]1` (stereo unspecified) in the list: i, 0.5

# Among those listed so far, two have an aryl methoxy group:
SMILES,Myeloid diff MLP,Myeloid diff MLP GFP+ MAC1+ %
COc1ccc(-c2c(Sc3ccccc3)c3cc(-c4ccc5c(c4)OCO5)ccc3n2C)cc1,i,1.1
COc1ccc(CN2C(=O)c3ccccc3C2c2nnnn2Cc2ccccc2)cc1 (stereo unspecified),i,1.1

# New compounds follow:
SMILES,Myeloid diff MLP,Myeloid diff MLP GFP+ MAC1+ %
Cc1cn([C@H]2C[C@H](O)[C@@H](CCC(=O)NCCCc3ccccc3)O2)c(=O)[nH]c1=O,i,2.2
COc1cccc(-c2nc3nc(C)cc(C)n3c2NC2CCCC2)c1,i,1.2
COCCNc1ncnc2c1ncn2[C@H]1CN(Cc2ccc3c(c2)OCO3)C[C@@H](CO)O1,i,0.9
COc1cccc(C(NC(C)=O)c2nc(-c3ccc(F)cc3OC)cs2)c1 (stereo unspecified),i,0.5
Cc1cc(Br)cn2c(Cc3ccccc3)c(C3CCCCC3)nc12,i,1.1
OC[C@@H]1CN(Cc2ccc(Cl)cc2)C[C@H](n2cnc3c(NC4CCCC4)ncnc32)O1,i,0.4
COc1cccc(C(NC(C)=O)c2nc(-c3cccc(C(C)C)c3)cs2)c1 (stereo unspecified),i,0.4
Cc1ccccc1C(NC(=O)C1CCN(Cc2ccc(Oc3ccccc3)cc2)CC1)c1ccsc1 (stereo unspecified),i,0.7
O=NN(C(=O)NC1CCC(C(=O)O)CC1)C1CCC(C(=O)O)CC1 (stereo unspecified),i,1.0
CC(C)(C)N1C(=O)c2ccccc2NC(=O)C1C(=O)NCCc1ccccc1F (stereo unspecified),i,2.0
COc1cccc(-c2cc3nc(NCc4cccnc4)n(C)c(=O)c3s2)c1,i,1.1
CC(=O)Nc1ccc(NC(=O)c2ccccc2Br)cc1,i,1.0
COc1ccc(NS(=O)CCCc2ccccc2)cc1 (stereo unspecified),i,1.5
CCCCc1ccc(S(=O)(=O)NC(=O)C2(C)CCN2C(=O)C/C=C/c2ccccc2)cc1 (stereo unspecified),i,1.0
COC(=O)[C@]12CCCCC=C1N(Cc1ccco1)C(=O)[C@H](CC(=O)NCCCN1CCCC1=O)C2,i,1.5
COc1cc(C(O)c2nc(-c3cc(F)cc(F)c3)cs2)ccc1F (stereo unspecified),i,0.9
O=C(O)c1ccccc1N(c1ccccc1)c1ccccc1,i,0.6
O=C(NNC(=O)c1csc(-c2ccccc2)n1)c1ccccc1,i,0.4
COc1cc(CN2C(=O)C(CCc3ccccc3)ON=C2c2cnccn2)cc(OC)c1 (stereo unspecified),i,4.3
CC(C)NC(=O)C1(C)CN(S(C)(=O)=O)CC(=O)N1C1CCCCCC1 (stereo unspecified),i,2.2
COc1ccc(C(C(=O)NC(C)(C)C)n2c(=O)c(-c3ccccc3)nc3ccccc32)cc1 (stereo unspecified),i,1.3
FC(F)(F)c1ccccc1Cc1c(-c2cccc(Br)c2)nc2ccc(Br)cn12,i,0.7
c1ccc(OCCNc2ccn3nc(-c4cccs4)cc3n2)cc1,i,1.1
COc1ccc(Cl)cc1CC1(C)C(=O)Nc2c(Cl)cccc21 (stereo unspecified),i,0.7
CCCCN(C(C)=O)c1c(CC)nc2ccc(C(=O)NCCc3ccccn3)cn12,i,1.6

# The list goes on:
SMILES,Myeloid diff MLP,Myeloid diff MLP GFP+ MAC1+ %
OC(c1ccc(F)cc1)c1nc(-c2cc3ccccc3o2)cs1 (stereo unspecified),i,0.4
CCOC1=C2CN(S(=O)(=O)c3ccc(C)cc3)[C@H](c3cccc(Cl)c3)C[C@@H]2N(S(=O)(=O)c2ccccc2[N+](=O)[O-])[C@H](c2ccccc2)C1,i,0.7
CCOC(=O)[C@]12CCCC=C1N(CCc1ccc(OC)c(OC)c1)C(=O)[C@H](CC(=O)NCc1ccc(C)o1)C2,i,3.0
CNC(=S)N1C2CCCC1CC(NC(=O)c1ccc(C)cc1)C2 (stereo unspecified),i,0.7
Cc1c(C(=O)Nc2ccccc2)c2ccc(C(F)(F)F)cc2n1O,i,0.6
Nc1[nH]c(C(=O)c2ccccc2)c(-c2ccc(Cl)cc2)c1C(=O)NCCc1c[nH]c2ccccc12,i,0.9
CC1(C(=O)NS(=O)(=O)c2ccccc2)CCN1C(=O)Cc1cccs1 (stereo unspecified),i,1.3
CCCC(=O)Nc1c(-c2ccccc2)[nH][nH]c1=O,i,1.5
CN(C)c1ccc(CNCc2cccnc2)cc1,i,1.3
CC(C)C[C@@H]1CN(CCCC[C@H]2CNC(=O)C(=O)N2CCC2CCCCC2)C(=O)C(=O)N1CCc1ccc(O)cc1,i,0.9
COc1ccc(-c2cnc3c(NC(C)=O)cc(-c4ccc(C(=O)NC5CC5)cc4)cn23)cc1OC,i,1.8
CN1CCN(C2CN(Cc3cn(Cc4cccc(Cl)c4)nn3)S(=O)(=O)C2)CC1 (stereo unspecified),i,0.9
COCCCn1cc(CN2CC(N3CCCC3)CS2(=O)=O)nn1 (stereo unspecified),i,1.1
CC(=O)C1=CCC(c2ccccc2)N(S(=O)(=O)c2ccc(C)cc2)C1 (stereo unspecified),i,1.6
O=C(Nc1c(-c2ccccc2)[nH][nH]c1=O)c1ccc2ccccc2c1,i,0.8
CC(=O)Nc1cc(-c2cccnc2)cn2c(-c3ccc(F)cc3)cnc12,i,0.3
O=C(NCc1ccncc1)[C@@H]1CCCN1C(=O)[C@H]1CCCN1C(=O)c1cccc2ccccc12,i,0.3
COc1cnn(-c2cccc(C(F)(F)F)c2)c(=O)c1Cl,i,0.4
Nc1nc(=O)n(C2OC(CO)C(O)C2O)cc1F (stereo unspecified),?,nt
CCCCCCCCN1C(=O)[C@H](CC(=O)N2CCOCC2)C[C@@]2(C(=O)OC)CCCCC=C12,i,1.3
O=CN1c2ccccc2CSc2ccccc21,i,1.8
COC(=O)C1=CN(c2ccc(Oc3ccccc3)cc2)C(N)=C(C#N)C1c1cccc(F)c1 (stereo unspecified),i,1.5
CC(C)C[C@H]1COc2cccc(N3CCSCC3)c2S(=O)(=O)N1,i,0.7
CCOC(=O)C1(C)CCN1C(=O)c1ccc(SC(F)(F)F)cc1 (stereo unspecified),i,0.3
CCCN(C)C[C@@H]1OCCCC[C@@H](C)Oc2ccc(NS(=O)(=O)c3ccc(OC)cc3)cc2C(=O)N([C@H](C)CO)C[C@@H]1C,i,1.0

# Entries shown so far that contain a thiophene ring, fused or not, in the order listed:
SMILES,Myeloid diff MLP,Myeloid diff MLP GFP+ MAC1+ %
Cc1ccccc1C(NC(=O)C1CCN(Cc2ccc(Oc3ccccc3)cc2)CC1)c1ccsc1 (stereo unspecified),i,0.7
COc1cccc(-c2cc3nc(NCc4cccnc4)n(C)c(=O)c3s2)c1,i,1.1
c1ccc(OCCNc2ccn3nc(-c4cccs4)cc3n2)cc1,i,1.1
CC1(C(=O)NS(=O)(=O)c2ccccc2)CCN1C(=O)Cc1cccs1 (stereo unspecified),i,1.3

# New compounds follow.
SMILES,Myeloid diff MLP,Myeloid diff MLP GFP+ MAC1+ %
CCOC(=O)C1(C)CCCN(C(=O)c2ccc(-c3ccccc3)cc2)C1 (stereo unspecified),i,0.7
CCCCC[C@H](C)N1C[C@@H](COCc2ccccc2)Oc2cc(N3CCC[C@@H]3CO)ccc2S1(=O)=O,i,0.7
O=C(NCc1cccc(C(F)(F)F)c1)c1ccc2sc(COCCO)nc2c1,i,0.3
CC(=O)c1cccc(NC(=O)c2cccc3c(-c4cccc(C(N)=O)c4)coc23)c1,i,2.6
CC1(C(=O)NS(=O)(=O)c2cccc(Cl)c2)CCN1C(=O)Cc1cc(F)ccc1F (stereo unspecified),i,0.8
O=C1c2ccccc2C(c2nc3ccccc3[nH]2)N1c1ccccc1 (stereo unspecified),i,2.1
Cc1ccc(S(=O)(=O)N2C(c3ccc(Cl)c(Cl)c3)CC=C(C(=O)O)C2c2ccc(Cl)cc2)cc1 (stereo unspecified),i,4.1
CCCS(=O)(=O)NC(=O)C1(C)CCN(C(=O)c2ccccc2OC)C1 (stereo unspecified),i,1.0
COCCNC(=O)C1CCCN(C(=O)c2oc3ccccc3c2C)CC1 (stereo unspecified),i,1.4
COc1ccc(-c2cc(NC=O)c3ncc(-c4ccc(OC)c(OC)c4)n3c2)cc1OC,?,nt
CCNC(=O)C1(C)CCCN(Cc2ccc(Oc3ccccc3)cc2)C1 (stereo unspecified),i,0.9
CC1=C(C(=O)N(C)C)CC(CC(=O)NCCN2CCOCC2)C(=O)N1CCCN1CCCC1=O (stereo unspecified),i,0.6
COc1ccc(CC(N)c2csc(Nc3ccccn3)n2)cc1 (stereo unspecified),i,0.5
COc1ccc(CCC(=O)N2c3ccccc3N=C(c3ccc(C(F)(F)F)cc3)C2C(=O)NC2CCCC2)cc1 (stereo unspecified),i,5.4
Cc1cccc(C)c1NC(=O)Nc1nnc([C@@H]2C[C@H](O)[C@@H](CO)O2)s1,i,0.8
COC(=O)[C@@]12C[C@@H](CC(=O)NCC3CCCCC3)C(=O)N(Cc3ccco3)C1=CCC(C)(C)C2,i,2.7
O=C(Nc1cccc(Cl)c1Cl)c1csc([C@@H]2O[C@H](CO)[C@@H](O)[C@H]2O)n1,i,0.2
CC1(C(=O)Nc2ccc3c(c2)OCCO3)CCN1C(=O)Cc1cc(F)ccc1F (stereo unspecified),i,0.5
CSc1ccc(CN2C(=O)C(C)Sc3ccc(C(C)=O)cc32)cc1 (stereo unspecified),i,0.7
CC(O)(c1cccc(F)c1)c1nc(-c2cccc(F)c2)cs1 (stereo unspecified),i,1.0
CCOc1ccccc1NC(=O)C1CCCN1S(=O)(=O)c1ccc2c(c1)C(C)(C)C(=O)N2C (stereo unspecified),i,2.4
O=C(NC1CCCCC1)C(C1CC1)n1c(=O)c(-c2ccccc2)nc2ccccc21 (stereo unspecified),i,2.2
COCCNc1ncnc2c1ncn2[C@H]1CN(Cc2ccc(Cl)cc2)C[C@@H](CO)O1,i,0.7
CC(=O)Nc1cc(-c2ccc(C(=O)N3CCOCC3)cc2)cn2c(-c3ccc(C(C)=O)cc3)cnc12,i,1.7
COc1ccc(C)cc1-n1nnnc1SCc1nc(N)nc(N(C)C)n1,i,0.9
Cc1ccccc1C(=O)N1CCC1(C)C(=O)NC(C)C (stereo unspecified),i,1.0
COC(=O)c1ccc2nc(-c3cccc(Br)c3)c(Cc3ccc(OC)cc3C)n2c1,i,0.8
Cc1ccc2cc(NC(=O)C3(C)CCN3C(C)C)ccc2n1 (stereo unspecified),i,1.3

# Single values from the entries so far.
# Myeloid diff MLP GFP+ MAC1+ %, COCCNc1ncnc2c1ncn2[C@H]1CN(Cc2ccc(Cl)cc2)C[C@@H](CO)O1 → 0.7
# Myeloid diff MLP GFP+ MAC1+ %, COC(=O)c1ccc2nc(-c3cccc(Br)c3)c(Cc3ccc(OC)cc3C)n2c1 → 0.8

# From PubChem
